Tb PYK inh: qHTS of Trypanosoma Brucei Inhibitors; pyruvate kinase (Trypanosoma brucei), Q57TT1; TbPYK enzyme, Kinase-Glo Plus ATP luminescence, 45 min; Potency, µM (highest dose often 76.8 µM), for the others: top-dose activity, negative = inhibition, hits mostly inhibitors; 0.12% of 410,000 active; AID 624173, 2012; also: nearly all actives have a fitted effect of over 50% in size
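Screened from lowest to highest concentration, compounds were pinned into TbPYK/substrate mixtures, and ADP (130 uM final) was added. Plates sat at room temperature for 45 min prior to Kinase-Glo Plus detection by luminescence.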
HCV inh: qHTS Assay for Inhibitors of Hepatitis C Virus (HCV); Huh7.5.1 HCVcc-Cre infection, luciferase reporter, 44 h; Potency, µM (highest dose often 41.8 µM), without a hit: at the top dose activity change, negative = inhibition, most hits filed as inhibitors; 3.4% of 340,000 active; AID 651820, 2012
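Seed cells (1,000/well) for 4 h; treat with compound and infect with HCVcc-Cre, moi about 0.5. Incubate 44 h, then detect luciferase activity.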
* marks the source's active call; other numbers are inactive results; ? = inconclusive; [ ] = another dose, or the depositor's remark. Calls follow the shape of the dose curve; as a rule, active = well fitted curve in the direction sought with a large enough effect; inconclusive = small, poorly fitted or top-dose-only effect, or another doubt; inactive = no such curve, though single readings can be large; an effect the other way counts as inactive or inconclusive. % is scaled to controls: 0 for no effect and ±100 for the full control effect; potency is read from the fitted curve at half-maximal effect. Only part of the results is shown (hit frequency here may not be typical).

SMILES	Tb PYK inh	HCV inh
O=C(COC(=O)c1ccc(F)cc1)NCC1CCCCC1	7%	2%
Cn1cnc([N+](=O)[O-])c1Sc1nc(N)nc2c1ncn2C1CC(O)C(CO)O1 (stereo unspecified)	0%	?
Cn1c2ccccc2c(=O)c2cc(NCCCN3CCOCC3)ccc21	-4%	?
COc1ccc2cc(CO)c3cc(OC)c(OC)cc3c2c1	4%	13µM*
Cc1cnc(C(=O)N2CCN(S(=O)(=O)c3cc(C(F)(F)F)cc(C(F)(F)F)c3)CC2)cn1	-1%	0%
COc1cccc(C=Nc2cc(C(C)C)c(O)cc2C)c1O	-21%	15%
CCN(CC)S(=O)(=O)c1ccc(N2CCOCC2)c(NC(=O)c2sccc2C)c1	-18%	?
COc1ccc(NC(=O)c2c[nH]c(=O)n(-c3ccc(C)c(C)c3)c2=O)c(OC)c1	-5%	13%
CCOC(=O)C1CCCN(C(=S)Nc2ccc(S(=O)(=O)N3CCOCC3)cc2)C1 (stereo unspecified)	2%	-24%
Cc1n[nH]c2ccccc2c1=O	-8%	9%
CC[C@H]1c2[nH]c3ccc(C(C)C)cc3c2[C@@H]2CCN3C(=O)CCC[C@H]1[C@H]23	3%	?
C[C@@]12C(=O)Nc3ccc(F)cc3C(=O)N1[C@H]1c3cc(Cl)ccc3OC[C@@H]1[C@@H]2c1ccccc1	0%	?
O=[N+]([O-])c1cc(-c2csc(NC(CO)c3nc4ccccc4n3CCOCCO)n2)ccc1Cl (stereo unspecified)	-18%	?
O=C(O)c1cc(S(=O)(=O)NCCOc2ccccc2)ccc1Cl	-1%	4%
C#Cc1ccc([C@H]2C=C(C(=O)OCC=C)O[C@@H](OCCCCO)C2)cc1	-3%	11%
CCOC(=O)C(CCc1ccccn1)c1ccccc1 (stereo unspecified)	2%	-13%
CN(C)C(CNC(=O)c1ccc2nccnc2c1)c1ccco1 (stereo unspecified)	0%	-3%
CC(C)N(C(=O)[C@H]1C[C@H](CC(=O)NCCc2ccccn2)C(=O)N2CCc3c([nH]c4cc(CCC(=O)N(C)C)ccc34)[C@]12C)C(C)C	-10%	-10%
Cc1ccc(S(=O)(=O)Nc2ccc3ncccc3c2[N+](=O)[O-])cc1	3%	14%
CC(NC(=O)COC(=O)c1cccc(S(=O)(=O)N2CCCC2)c1)c1ccccc1 (stereo unspecified)	-2%	?
CC(C)(C)OC(=O)N(Cc1ccccc1)Cc1ccccc1OCc1cccc(NC(=O)c2ccccc2)c1	0%	?
CC(C(=O)Nc1ccc2c(c1)OCO2)N(C)CC(=O)Nc1ccc(Cl)cc1 (stereo unspecified)	5%	-11%
CCN(C[C@H]1N[C@@](Cc2ccccc2)(C(=O)OC)[C@H]2C(=O)N(C)C(=O)[C@@H]12)S(=O)(=O)c1ccc(-c2ccccc2)cc1	-1%	18µM*
CC[C@H](C)[C@H](NC(=O)OCc1ccccc1)C(=O)OCC(=O)N1CCN(c2ccc(F)cc2)CC1	1%	?
CC(C)N(C(=O)[C@H]1C[C@H](CC(=O)NCCN2CCOCC2)C(=O)N2CCc3c([nH]c4ccc(Cl)cc34)[C@]12C)C(C)C	5%	?
O=C(CN1C(=O)NC2(CCCCCC2)C1=O)Nc1ccc([N+](=O)[O-])cc1	1%	?
NC(=O)c1ncn([C@@H]2O[C@H](CNCc3ccc(OCC(=O)Nc4nccs4)cc3)[C@@H](O)[C@H]2O)n1	-5%	7%
Cc1ccc(Nc2nnc(C)c3ccccc23)c(C)c1	0%	18%
O=C1[C@H]2[C@H](C=CC[C@H]2C(=O)N2CCOCC2)CCN1Cc1ccc(Cl)c(Cl)c1	-1%	15%
CCCCOc1ccc(C(=O)NCC(=O)NNC(=O)c2ccco2)cc1	1%	13%
CSCCC(NS(=O)(=O)c1ccccc1F)C(=O)NCC(c1ccco1)N(C)C (stereo unspecified)	-7%	10%
COc1cccc(NC(=O)CN(C)CC(=O)NCC(=O)Nc2ccc(F)cc2)c1	2%	11%
COc1cc2c(cc1OC)[C@H]1C(=O)c3ccc4c(c3O[C@H]1CO2)C[C@@H](C(C)(C)O)O4	-11%	?
COc1ccc(CCNc2cc(N3CCN(C(=O)c4ccccc4OC)CC3)ccc2[N+](=O)[O-])cc1OC	-3%	?
Cn1c(=O)c2c(nc(CN3CCN(c4ccccc4)CC3)n2CCc2ccccc2)n(C)c1=O	5%	14%
CC(C)=CCc1c(-c2ccc(O)cc2O)oc2c3c(cc(O)c2c1=O)OC(C)(C)C=C3	4%	?
CC(=O)Nc1cc2c(cc1Cl)-c1ccccc1C2	3%	?
O=C(NCc1cccc(F)c1)c1cccc2c1C(=O)c1ccc(N3CCOCC3)cc1S2(=O)=O	0%	4%
Cc1nc2ccc(Br)cc2c(=O)n1Cc1cccs1	0%	?
O=C(O)C(SC(C(=O)O)c1ccccc1)c1ccccc1 (stereo unspecified)	-12%	5%
COc1ccc(CN(CC(O)COCc2ccccc2)S(=O)(=O)c2ccccc2Br)cc1 (stereo unspecified)	-5%	?
COc1ccc(NS(=O)(=O)c2ccc(C(=O)NCC3(N4CCOCC4)CCCCC3)cc2)cc1	0%	?
C[C@H](CO)N1C[C@H](C)[C@@H](CN(C)C(=O)NC2CCCCC2)Oc2ccc(NC(=O)Cn3cnnn3)cc2C1=O	0%	11%
COC(=O)C1=C[C@@H](C(=O)OC)[C@@H]2C3=C(C(=O)[C@@]2(C)NC(=O)c2ccccc2)[C@H](C)C(C(=O)OC)=C(C(=O)OC)[C@@H]3C1	0%	-24%[8.37 µM]
CCOCCn1c(CN2CCN(c3ccccc3)CC2)nc2c1c(=O)n(C)c(=O)n2C	0%	6%
O=C(COC(=O)C1CCCC1)Nc1cccc(Cl)c1Cl	-5%	2%
COC(=O)[C@]1(Cc2ccccc2)N[C@H](CN(C)C(=O)c2ccc(F)cc2)[C@@H]2C(=O)N(C)C(=O)[C@@H]21	-5%	?
C#CCOCCOCCOCCNc1nc(N2CCN(C(=O)[C@H](CC(N)=O)n3cc([C@@H](N)C(C)C)nn3)CC2)nc(N2CCN(C(=O)[C@H](CC(N)=O)n3cc([C@@H](N)C(C)C)nn3)CC2)n1	3%	23%
COC(=O)C1=C(c2cc3ccccc3s2)C[C@@H]2CC[C@H]1N2C(=O)NC1CCCCC1	-7%	?
CC(C)Cn1c(N)c(C(=O)COC(=O)c2cccn2C)c(=O)n(C)c1=O	2%	?
CCc1c(C2(O)CCCCC2)[nH]c2ccc(C(=O)OC)cc12	0%	-16%
CCO[C@@H]1OC(C(=O)NC2CC2)=C[C@H](C2CCCCC2)[C@H]1CCCO	-10%	?
Cn1cccc1C1C=C(c2ccc(C(C)(C)C)cc2)Nc2ncnn21 (stereo unspecified)	-6%	?
CN(Cc1ccccc1)C(=O)c1cccc(NC(=O)Cc2cccc(NC(=O)C3CCN(C(=O)C4CCC4)CC3)c2)c1	3%	-21%
COc1ccc(-c2noc(CCC(=O)N3CCN(c4ccc(Br)cc4)CC3)n2)cc1	2%	?
C[C@]12c3[nH]c4ccc(Cl)cc4c3CCN1C(=O)[C@@H](CC(=O)NCc1ccco1)C[C@@H]2C(=O)N1CCOCC1	-29%	-14%
O=C1N[C@@H](Cc2c[nH]c3ccccc23)COC(=O)[C@@H](Cc2ccc(F)cc2)CC/C=C/C[C@@H]1CC(=O)N(CCO)Cc1ccccc1	-11%	?
CC1=CC(C)(C)NC(=S)N1c1ccc(Cl)cc1	-11%	1%
O=C(/C=C/c1ccccc1)Nc1cccc(C(=O)N2CCCC2)c1	4%	?
C=C1CCN([C@@H](CC(C)C)C(=O)NCc2ccc(Cl)c(Cl)c2)S(=O)(=O)c2ccccc21	2%	?
Additional compounds.
SMILES	Tb PYK inh	HCV inh
CN1C(=O)C(C)(C2=CCCCC2)C(=O)NC1=S (stereo unspecified)	-3%	12%
O=C(/C=C/Nc1cccc([N+](=O)[O-])c1)c1ccco1	0%	?
COc1ccc(S(=O)(=O)N2CCOCC2)cc1C(=O)Nc1ccc(N2CCCCCC2)cc1	0%	14µM*
CCN(CC(=O)Nc1ccc(NC(C)=O)cc1)C(=O)c1cc([N+](=O)[O-])ccc1Sc1ccc(Cl)cc1	2%	-19%
Cc1ccc(OCCC(=O)Nc2cc(S(=O)(=O)N3CCOCC3)ccc2N2CCCC2)cc1	-11%	?
C(=NN1CCCCCC1)c1c[nH]c2ccccc12	2%	11%
Cc1ccc(S(=O)(=O)N2C[C@@H]3CCCC[C@@H]3[C@@H](C)[C@H]2c2cn(Cc3ccccc3)c3ccc(F)cc23)cc1	2%	?
COc1ccc(NC(=O)Nc2cccc3c2O[C@H](CN(C)C(=O)Nc2c(C)noc2C)[C@@H](C)CN([C@H](C)CO)C3=O)cc1	0%	?
Cc1ccc(C(=O)NN=Cc2ccc3c(c2)OCO3)cc1	4%	-11%
CCOC(=O)CN1C(=O)S/C(=C\c2ccc(-c3cccc(C(=O)O)c3C)o2)C1=O	-4%	4%
NC(=O)C1CCN(C(=O)c2cc(-c3ccc(Cl)s3)nc3ccccc23)CC1	-7%	-3%
CC(=O)CSc1nnc(-c2ccc(S(=O)(=O)N3CCC(C)CC3)cc2)o1	-5%	5%
CCN(C[C@H]1N[C@@](Cc2ccccc2)(C(=O)OC)[C@H]2C(=O)N(Cc3ccccc3)C(=O)[C@@H]12)C(=O)Nc1ccc(C(F)(F)F)cc1	1%	13µM*
O=C(NCc1ccccc1)c1ccc(Cl)c(S(=O)(=O)N2CCCC2)c1	1%	-25%
CCCc1cc(=O)[nH]c(/N=C(/NC(=O)c2ccccc2)Nc2ccc3c(c2)OCCO3)n1	-5%	-50%
O=C(CC(O)c1ccncc1)c1ccccc1O (stereo unspecified)	-5%	6%
CN(Cc1cc(Cl)cc(Cl)c1O)Cc1c(O)ccc2ccccc12	4%	-5%
Nc1cc(=O)[nH]c(SCC(=O)NC2CCCCCCC2)n1	-10%	7%
CN1c2ccccc2-c2ccccc2S1(=O)=O	5%	?
Cc1cc(C)c(CN2CCN(CCCn3ccc(NC(=O)OCc4ccccc4)nc3=O)CC2)c(C)c1	-4%	7.9µM*
CCOC(=O)[C@@H]1[C@H]2COc3cc(OC)ccc3[C@@H]2N2C(=O)N(c3cccc(C)c3)C(=O)[C@]12C	-4%	-7%
O=C1c2ccccc2C(=O)N1CCC#Cc1ccc2cc(CCCO)oc(=O)c2c1	-2%	-9%
CCOc1cc(C(=O)Nc2ccc(S(=O)(=O)Nc3cnc4ccccc4n3)cc2)cc(OCC)c1OCC	-8%	3%
c1cc(CNCCNCc2ccncc2)ccn1	4%	-11%
CCN(C(=O)COC(=O)c1ccc[nH]c1=O)c1cccc2ccccc12	4%	6%
Cc1noc(C)c1NC(=O)N(C)C[C@H]1Oc2c(NC(=O)Cc3ccccc3)cccc2C(=O)N([C@H](C)CO)C[C@@H]1C	5%	?
O=C(O)c1cc(=O)[nH]c2ccccc12	-13%	11%
C/C(=C/CCC(C)(O)C1CC[C@@]2(C)[C@@H]3CC=C4[C@@H](CC[C@H](O[C@H]5O[C@@H](CO)[C@H](O)[C@@H](O)[C@@H]5O)C4(C)C)[C@]3(C)C(=O)C[C@]12C)CO[C@@H]1O[C@H](CO)[C@@H](O)[C@H](O)[C@H]1O (stereo partly specified)	-6%	2%
COc1cc(C)ccc1OC(C)C(=O)Nc1ccc(N2CCCCC2)cc1 (stereo unspecified)	-5%	0%
Cc1ccc(OC(C)C(=O)Nc2ncc(Cl)cc2Cl)c([N+](=O)[O-])n1 (stereo unspecified)	-2%	0%
COc1ccc(C(=O)NCc2ccccc2C)cc1S(=O)(=O)NC1CCCC1	1%	-3%
CN(CCc1ccccc1)C(=O)c1cccc(NC(=O)Cc2cccc(NC(=O)C3CCCN(C(=O)C4CC4)C3)c2)c1 (stereo unspecified)	-9%	-23%
CCC(C)Sc1cccc(-c2nc3cnccn3c2NC2CCCCC2)c1 (stereo unspecified)	-4%	?

Screens (PubChem BioAssay)
